FadD28 FP inh: M. tuberculosis FadD28 bisubstrate binding inhibition; hit rate 0.22% among 360,000; FadD28 bisubstrate probe binding, fluorescence polarization; AID 588549; inhibition, % at 12.5 µM; in the data active = inhibition above about 8.5%, passing the limit was not always enough; inconclusive = no clear call, values can overlap the other calls
Mtb UGM inh: blocks M. tuberculosis UGM enzyme. purified UGM, fluorescence polarization probe displacement. hit rate 0.06% among 320,000. P9WIQ1. inhibition, % at 10 µM; in the data active = inhibition above about 10%, passing the limit was not always enough; inconclusive = no clear call, values can overlap the other calls
Target sequence (P9WIQ1 whole entry, looked up): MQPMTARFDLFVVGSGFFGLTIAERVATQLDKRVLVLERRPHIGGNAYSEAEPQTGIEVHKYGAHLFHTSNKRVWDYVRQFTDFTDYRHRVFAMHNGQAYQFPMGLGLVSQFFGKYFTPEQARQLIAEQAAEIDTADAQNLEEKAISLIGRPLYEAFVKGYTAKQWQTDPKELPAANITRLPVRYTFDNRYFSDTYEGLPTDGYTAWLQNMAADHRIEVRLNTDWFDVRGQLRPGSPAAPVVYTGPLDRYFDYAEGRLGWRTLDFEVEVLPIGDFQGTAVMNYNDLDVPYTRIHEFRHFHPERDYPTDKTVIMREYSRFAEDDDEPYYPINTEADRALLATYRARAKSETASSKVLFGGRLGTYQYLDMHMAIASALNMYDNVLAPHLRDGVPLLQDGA
GDH-TPI counter: GDH-TPI coupled enzyme inhibition counter-screen; AID 588335; hit rate 1.2% among 360,000; GDH-TPI coupled enzyme counterscreen, NADH absorbance; inhibition, % at 4.8 µM; in the data active = inhibition above about 30%;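 also: 0% = DMSO wells and 100% = wells lacking the enzyme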
BioA inh: BioA (M. tuberculosis) enzyme inhibition. purified M. tuberculosis BioA enzyme, plate reader. inhibition, % at 9.99 µM. hit rate 0.096% among 360,000; in the data active = inhibition above about 40%; inconclusive = no clear call, values can overlap the other calls
MazEF act: increases E. coli MazEF RNase cleavage of RNA. P0AE70. FAM/BHQ RNA-DNA oligo cleavage fluorescence, 5 h. activation, % at 20 µM. hit rate 0.32% among 350,000. AID 504720; in the data active = activation above about 50%
Target sequence (P0AE70 whole entry, looked up): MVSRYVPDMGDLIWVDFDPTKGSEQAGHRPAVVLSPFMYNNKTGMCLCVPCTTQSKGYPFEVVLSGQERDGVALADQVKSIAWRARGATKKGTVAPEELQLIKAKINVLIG
BoNT F protease: BoNT F light chain protease inhibition; hit rate 0.22% among 360,000; inhibition, % at 10 µM; Multiplex microsphere protease cleavage assay, flow cytometry; in the data active = inhibition above about 35%, passing the limit was not always enough; inconclusive = no clear call, values can overlap the other calls; also: plate controls were buffer without enzyme for full effect and enzyme alone for no effect
Mtb FBA inh: Mtb fructose-bisphosphate aldolase inhibition. P9WQA3. purified M. tuberculosis FBA, fluorescence read-out. inhibition, % at 1 µM. hit rate 2.3% among 360,000; in the data active = inhibition above about 27%;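 also: 0% = vehicle and 100% = reference inhibitor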
Rv3671c inh: Rv3671c (M. tuberculosis) protease inhibition. P9WHR9. inhibition, % at 5.96 µM. hit rate 0.048% among 320,000. AID 2606; in the data active = inhibition above about 38%;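 also: extracellular domain of Rv3671c used as enzyme; 0% = enzyme with DMSO and 100% = no enzyme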
Target sequence (P9WHR9 whole entry, looked up, the tested form may be a part): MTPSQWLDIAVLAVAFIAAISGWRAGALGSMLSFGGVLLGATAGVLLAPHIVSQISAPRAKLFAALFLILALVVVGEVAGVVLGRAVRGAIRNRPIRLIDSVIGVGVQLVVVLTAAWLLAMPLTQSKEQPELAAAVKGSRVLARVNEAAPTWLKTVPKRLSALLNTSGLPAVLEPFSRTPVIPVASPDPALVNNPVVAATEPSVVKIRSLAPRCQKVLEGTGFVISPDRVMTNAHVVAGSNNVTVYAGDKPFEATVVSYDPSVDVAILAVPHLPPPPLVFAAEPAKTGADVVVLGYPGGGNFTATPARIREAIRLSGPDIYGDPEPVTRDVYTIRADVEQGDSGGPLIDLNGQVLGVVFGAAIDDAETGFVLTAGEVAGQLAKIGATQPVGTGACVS
PrPC TRFRET: cell surface PrPC inhibition, primary TR-FRET screen | TR-FRET read-out | P04156 | inhibition, % at 13.8 µM | hit rate 0.43% among 370,000 | AID 720596; in the data active = inhibition above about 24%; also: 0% = median of the test wells and 100% = reference compound wells
* hit, by the source's call; ? = inconclusive; nt = no result given.

Start of the data: the first 3 entries (preview)
SMILES | FadD28 FP inh | Mtb UGM inh | GDH-TPI counter | BioA inh | MazEF act | BoNT F protease | Mtb FBA inh | Rv3671c inh | PrPC TRFRET
CC(=O)c1ccc(OCC(O)CN2CCN(c3ccc(F)cc3)CC2)cc1 (stereo not given) | -2.6 | -0.4 | 11 | nt | 10 | ? | 2 | 4 | -9
O=C(OCC(=O)N1CCCCC1)c1cc(=O)[nH]c2ccccc12 | 2.1 | 5.6 | 6 | -1.6 | -2 | 2 | 15 | 3 | 3
O=c1oc2ccccc2c(NCc2cccc(F)c2)c1[N+](=O)[O-] | -0.7 | 0.3 | 15 | 6.7 | 3 | -1 | -3 | -9 | -1

The listing, from the first entry:
SMILES | FadD28 FP inh | Mtb UGM inh | GDH-TPI counter | BioA inh | MazEF act | BoNT F protease | Mtb FBA inh | Rv3671c inh | PrPC TRFRET
CC(=O)c1ccc(OCC(O)CN2CCN(c3ccc(F)cc3)CC2)cc1 (stereo not given) | -2.6 | -0.4 | 11 | nt | 10 | ? | 2 | 4 | -9
O=C(OCC(=O)N1CCCCC1)c1cc(=O)[nH]c2ccccc12 | 2.1 | 5.6 | 6 | -1.6 | -2 | 2 | 15 | 3 | 3
O=c1oc2ccccc2c(NCc2cccc(F)c2)c1[N+](=O)[O-] | -0.7 | 0.3 | 15 | 6.7 | 3 | -1 | -3 | -9 | -1
O=C(NC(=S)Nc1nc2ccc(F)cc2s1)c1ccco1 | 0.4 | -1.0 | 9 | -7.5 | -3 | -1 | 4 | -1 | 2
Cc1onc(-c2ccccc2Cl)c1C(=O)Nc1cccc2cccnc12 | -7.3 | 2.5 | 6 | -0.1 | -12 | -2 | -1 | -14 | 0
CCN(C(=S)Nc1ccc(OC(F)F)cc1)C1CCCCC1 | -2.8 | -4.4 | -2 | nt | 8 | -2 | 1 | 3 | 0
Cc1cccnc1NC(=O)C1CCN(S(=O)(=O)c2ccc3c(c2)CCC(=O)N3)CC1 | 1.0 | -0.4 | 6 | 2.6 | 7 | 8 | 4 | -2 | 6
O=C(Nn1cc(C(=O)Nc2ccccc2F)c2ccccc2c1=O)c1cnccn1 | -1.9 | 3.3 | 4 | -0.6 | 2 | -3 | -7 | -2 | -6
CCOc1cc(NC(=S)NCCCN2CCOCC2)c(OCC)cc1NC(=O)c1cccs1 | -4.3 | 0.9 | 1 | -0.1 | 6 | -4 | 2 | 4 | 6
Cc1c(O)ccc2c(-c3ccccc3)cc(=O)oc12 | 0.5 | -0.5 | 11 | 0.4 | 12 | -18 | 11 | 7 | -11
CCCCCCn1c(C(C)NC(=O)c2ccco2)nc2ccccc21 (stereo not given) | -5.2 | -2.2 | -5 | 0.7 | 7 | ? | -4 | 3 | -11
CC(C)N=C(NS(=O)(=O)NC(=O)c1ccccc1)c1ccccc1 | -1.6 | -0.5 | 3 | nt | 5 | 8 | -1 | -1 | 3
CC(C)(C)Nc1nc(SCc2ccccc2)nc(N2CCOCC2)n1 | -2.7 | -1.2 | 2 | 0.2 | -10 | -7 | -3 | -12 | 1
Cc1cc(NC(=O)c2cccc(S(=O)(=O)N3CCCCCC3)c2)no1 | 0.0 | 1.8 | 11 | 2.6 | 5 | -5 | 2 | -1 | 11
COC(=O)c1cc(S(=O)(=O)N2CCC(C)CC2)ccc1F | 1.2 | 0.2 | 4 | -1.9 | 6 | 2 | 4 | -2 | 3
COc1cc(CCC(=O)Nc2ccc(Cl)c(C(F)(F)F)c2)cc(OC)c1OC | -7.3 | 0.9 | 3 | nt | 1 | 2 | 0 | -10 | 9
CSCCC(NS(=O)(=O)c1ccccc1F)C(=O)NCCCn1nc(C)cc1C (stereo not given) | -1.5 | 0.0 | 4 | nt | 1 | 3 | 1 | 0 | -4
O=C(Cn1nnc(-c2ccc(NC(=O)c3ccccc3F)cc2)n1)NCc1ccc(F)cc1 | -3.1 | 0.1 | 9 | -2.7 | -34 | -2 | 4 | -11 | 2
Cc1cc(=O)oc(C)c1C(=O)NCC1CCCO1 (stereo not given) | -1.9 | 0.8 | -6 | -1.9 | 2 | -3 | -1 | -2 | -1
CC(=NCC1CCCO1)c1c(O)n(C2CCCCC2)c(=O)[nH]c1=O (stereo not given) | -0.4 | 7.3 | 3 | -2.0 | 0 | 2 | 0 | -6 | -2
CCN(C(=O)CSc1n[nH]c(-c2cc(Cl)ccc2OC)n1)C1CCS(=O)(=O)C1 (stereo not given) | -1.2 | nt | 1 | 0.3 | -1 | 8 | -1 | nt | -7
COc1ccc(CCNC2=NCCS2)cc1OC | -0.1 | -0.9 | 2 | nt | 2 | -5 | -1 | 0 | -7
O=C(Cn1cc(COc2ccc3ccccc3c2)nn1)NS(=O)(=O)c1cccc(OC(F)F)c1 | -2.9 | nt | 15 | 2.9 | nt | -1 | 7 | nt | 3
NNC(=O)c1sc2cc(C(F)(F)F)cnc2c1-c1ccccn1 | -1.5 | 0.2 | 0 | nt | 5 | -18 | -4 | -2 | 11
CCn1c(SCc2cccnc2)nc2c1c(=O)n(C)c(=O)n2C | -3.8 | 0.9 | -12 | 13 | -2 | -2 | -2 | 2 | -2
COc1ccc2cc(C3C(C#N)=C(N)OC(C)=C3C(C)=O)c(Cl)nc2c1 (stereo not given) | -2.5 | 0.5 | 7 | nt | 5 | -2 | 4 | -1 | -6
Cc1cc(OC(=O)c2cc([N+](=O)[O-])ccc2Cl)c([N+](=O)[O-])c(=O)[nH]1 | 0.6 | -0.2 | 12 | -0.6 | -3 | -2 | 5 | 0 | -1
CC12CCC(=O)N1C(C(=O)Nc1nnc(SCc3ccc(F)cc3)s1)CS2 (stereo not given) | -0.9 | 0.9 | 1 | 1.5 | -4 | -2 | 0 | -1 | 0
O=C(COC(=O)c1ccc[nH]c1=O)NC1CCCCCCC1 | 0.2 | -2.5 | 2 | nt | -4 | -1 | 3 | 9 | -3
CCOC(=O)c1sc(SCC(=O)Nc2ccc(N(C)C)cc2)nc1N | -1.4 | 3.1 | 26 | 0.9 | 6 | 0 | -2 | 3 | 2
COC(=O)N/N=C\c1cc(Br)ccc1OCc1ccccc1 | -6.2 | nt | 10 | 0.9 | 5 | -5 | -2 | -11 | -3
O=C(NCCc1c[nH]c2ccccc12)c1ccc2[nH]c(=O)c(=O)[nH]c2c1 | nt | -2.2 | 4 | 0.8 | 5 | 13 | 3 | -6 | 3
CCc1ccc(/C(C)=N/NC(=O)C(O)c2ccccc2)s1 (stereo not given) | -2.5 | -2.4 | 3 | nt | 4 | ? | 2 | 2 | 5
COc1ccc(/C(N)=N/OC(=O)c2cccc([N+](=O)[O-])c2C)cc1OC | -0.1 | -0.9 | -2 | -1.4 | -2 | 8 | 2 | -9 | nt
COc1ccc(-n2c(=S)[nH]c3cc(C(=O)NCCCN4CCOCC4)ccc3c2=O)c(OC)c1 | -1.7 | -2.2 | 18 | -0.2 | 1 | 6 | 2 | 7 | 7
COc1ccc(S(=O)(=O)Cc2ccc(C(=O)NCCCN(C)c3ccccc3)o2)cc1 | -1.3 | -4.3 | 7 | -2.9 | -1 | -4 | -2 | 2 | 8

Taken from above:
CCc1ccc(/C(C)=N/NC(=O)C(O)c2ccccc2)s1 (stereo not given) in PrPC TRFRET has 5
Cc1cc(OC(=O)c2cc([N+](=O)[O-])ccc2Cl)c([N+](=O)[O-])c(=O)[nH]1 in Mtb UGM inh has -0.2
CCn1c(SCc2cccnc2)nc2c1c(=O)n(C)c(=O)n2C in MazEF act has -2
CCOC(=O)c1sc(SCC(=O)Nc2ccc(N(C)C)cc2)nc1N in BioA inh has 0.9

(list continues)
SMILES | FadD28 FP inh | Mtb UGM inh | GDH-TPI counter | BioA inh | MazEF act | BoNT F protease | Mtb FBA inh | Rv3671c inh | PrPC TRFRET
CN(C)c1nc(NCc2ccccc2)nc(N/N=C/c2ccc(Cl)cc2Cl)n1 | -3.2 | -1.2 | -1 | nt | -6 | 2 | 1 | 1 | -2
Cc1c(C(=O)O)oc2ccc3c(c12)C(O)CC(C)(C)O3 (stereo not given) | -3.6 | -0.9 | -3 | nt | -1 | -4 | 13 | -1 | 0
Cc1ccc(CN2CC34C=CC(O3)C(C(=O)NCc3ccco3)C4C2=O)cc1 (stereo not given) | -0.6 | -1.2 | 6 | -2.6 | 1 | 2 | -4 | -4 | -3
CC(=O)c1ccc(N2CCN(C(=S)Nc3ccccc3C(F)(F)F)CC2)cc1 | -1.2 | 1.6 | 17 | nt | 3 | -7 | 0 | -2 | 6
O=C(COC(=O)C1CC2C=CC1C2)Nc1ccccc1[N+](=O)[O-] (stereo not given) | -1.1 | 0.7 | 0 | -0.8 | 2 | -10 | -1 | 5 | -11
COc1ccc(CCC(=O)Nc2nc3ccccc3[nH]2)cc1 | -0.6 | 3.8 | 6 | -0.8 | -7 | -15 | 0 | 1 | 3
CCC/C=C/c1ccc(CN2C(C(C)C)C(=O)N(Cc3cn(CC4CCCCC4)nn3)CCS2(=O)=O)cc1 (stereo not given) | -0.4 | nt | -8 | 0.2 | 0 | 0 | -1 | nt | -1
CCOC(=O)c1ccc(-n2[nH]c(-c3ccccc3)cc2=O)cc1 | -1.9 | -1.1 | 6 | nt | -7 | -8 | 0 | -52 | 3
Cc1cc(C)nc(N=Nc2c(O)n(Cc3ccc(Cl)cc3)c3ccccc23)n1 | 0.1 | -0.4 | 11 | nt | -2 | -4 | -3 | -14 | 1
CC1=NN(c2nc(C)cc(C)n2)C(=O)C1CCC(C)C (stereo not given) | -1.0 | -2.4 | 8 | nt | 1 | -1 | 6 | 4 | -2
O=C1CC(=C2c3ccccc3-c3ccccc32)C(=O)N1CCN1CCN(c2cccc(Cl)c2)CC1 | 0.5 | -1.3 | 13 | -0.7 | -7 | -3 | 3 | 3 | -4
COc1cc(/C=N\NC(=O)c2ccc(Cn3nc([N+](=O)[O-])c(Cl)c3C)o2)ccc1O | -2.4 | 1.9 | 40* | nt | 7 | 2 | 5 | -1 | -17
CCN(CC)C(=O)CSC1c2ccccc2C(=O)N1c1ccccc1 (stereo not given) | -0.3 | -3.2 | 2 | nt | 1 | -4 | 1 | 4 | nt
CCOc1ccc2oc(C(=O)Nc3cc(C)ccn3)c(C)c2c1 | -1.4 | 0.2 | 13 | -1.3 | -2 | nt | 8 | -7 | 7
COC(=O)C(Cc1ccc(O)cc1)NC(=O)C12CC3CC(CC(C3)C1)C2 (stereo not given) | -4.1 | -0.6 | -14 | nt | 6 | -2 | -1 | 11 | 2
S=c1[nH]nc(COc2ccccc2)n1/N=C/c1ccncc1 | -1.0 | -1.1 | 8 | -1.7 | -5 | 1 | 3 | -1 | 9
COc1ccc(/C=N/NC(=O)c2cc(-c3ccc4c(c3)OCO4)n[nH]2)cc1OC | -3.7 | -0.1 | 24 | nt | 21 | 2 | 1 | -39 | 4
CC(=O)C1=C(O)C(=O)N(Cc2cccnc2)C1c1ccc(Cl)cc1Cl (stereo not given) | -1.8 | -0.6 | 23 | 2.3 | 6 | -11 | -2 | -1 | -3
COc1cccc(/C=N/n2cnc3c(cnn3-c3ccccc3)c2=O)c1 | -3.0 | 3.0 | 12 | -1.6 | 0 | -6 | 1 | 1 | -1
COc1ccc(S(=O)(=O)Nc2ccc3c(c2)OCO3)cc1 | -1.9 | 1.1 | -10 | 2.0 | -1 | -10 | -1 | 10 | 0
Cc1ccccc1-c1cc2nc(Nc3ccc(F)cc3)n(C)c(=O)c2s1 | -1.6 | nt | 10 | 0.5 | nt | -1 | -1 | nt | 19
COc1ccccc1C(=O)NC(=O)CSc1nc(C)cs1 | -0.3 | -0.5 | 0 | 1.4 | 1 | 2 | -1 | 6 | 10
COc1ccc(CC(=O)N2CCC(n3nccc3NC(=O)C3CCOC3)CC2)cc1 (stereo not given) | 0.9 | -0.2 | -6 | -1.2 | -4 | -1 | 1 | 2 | 9
O=C(Cc1noc2ccccc12)NNC(=S)Nc1ccc(Cl)cc1 | -1.5 | 0.1 | -4 | 0.9 | -3 | -4 | -2 | 4 | 11
COc1ccc(C2Nc3ccccc3C(=O)N2Cc2ccco2)cc1COc1ccc([N+](=O)[O-])cc1 (stereo not given) | -4.9 | -0.8 | 4 | nt | 3 | -6 | 0 | -5 | 7
CCOC(=O)c1c(/N=C/N(C)C)sc(/C=N/Nc2ccccc2)c1-c1ccccc1Cl | -2.7 | -3.5 | 11 | -0.4 | -13 | -4 | 0 | 4 | 0
CC(/C=C/c1ccc2c(c1)OCO2)=N/NC(=O)CNc1ccc(C)cc1 | -3.0 | 3.5 | 30 | -1.4 | 1 | -6 | -3 | -9 | 4
